LYPLA2 inh: LYPLA2 (human) inhibition in PME1 counter-screen; recombinant LYPLA2, FP-Rh probe fluorescence polarization; inhibition, % at 5.9 µM; actives 0.38% (n = 320,000);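 active means inhibition above the screen-wide mean plus 3 SD, limit set per campaign, cut at about 26% in these data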;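 further: 0% = LYPLA2 with DMSO and 100% = wells lacking LYPLA2 enzyme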
Target sequence (O95372 whole entry, looked up): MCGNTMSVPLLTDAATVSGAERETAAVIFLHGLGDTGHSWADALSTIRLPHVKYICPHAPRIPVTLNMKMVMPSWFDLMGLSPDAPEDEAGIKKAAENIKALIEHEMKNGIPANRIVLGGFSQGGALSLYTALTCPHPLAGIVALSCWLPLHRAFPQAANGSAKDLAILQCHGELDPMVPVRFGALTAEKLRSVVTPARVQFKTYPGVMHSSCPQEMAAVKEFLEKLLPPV
PAFAH2 inh: inhibitors of human PAFAH2 | Q99487 | recombinant PAFAH2, FP-rhodamine activity probe, fluorescence polarization | inhibition, % at 3.39 µM | actives 0.99% (n = 340,000);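 active means inhibition above the mean over all tested compounds plus 3 SD, cut at about 30% in these data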;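 further: inhibitors block probe labeling of enzyme so polarization drops; 0% = enzyme with DMSO and 100% = wells lacking PAFAH2 protein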
PAD4 FP inh: PAD4 (human) enzyme inhibition; inhibition, % at 6.36 µM; AID 485272; actives 0.41% (n = 330,000); Q9UM07; recombinant PAD4, RCA probe fluorescence polarization;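 active means percent inhibition above a cutoff equal to the mean of all tested compounds plus 3 SD, cut at about 15% in these data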;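 further: 0% = PAD4 with RCA probe and DMSO and 100% = probe without PAD4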
LYPLA1 counter: counter-screen for PME1 inhibitors: inhibitors of human LYPLA1. O75608. actives 0.16% (n = 320,000). inhibition, % at 5.9 µM. recombinant LYPLA1, FP-Rh probe fluorescence polarization;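 active means inhibition above the mean of all tested compounds plus 3 SD, set per campaign, cut at about 14% in these data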;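 further: inhibitors block serine hydrolase probe labeling of LYPLA1 so polarization falls; 0% = enzyme with DMSO and 100% = wells lacking LYPLA1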
PAFAH1B2 FP inh: inhibitors of human PAFAH1B2. inhibition, % at 3.39 µM. recombinant PAFAH1B2, FP-rhodamine activity probe, fluorescence polarization. actives 1.2% (n = 340,000). AID 492953;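 active means inhibition above the mean of all tested compounds plus 3 SD, cut at about 24% in these data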;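 further: 0% = enzyme with DMSO and 100% = wells lacking PAFAH1B2; many of its hits are not listed in these tables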
Target sequence (P68402 whole entry, looked up): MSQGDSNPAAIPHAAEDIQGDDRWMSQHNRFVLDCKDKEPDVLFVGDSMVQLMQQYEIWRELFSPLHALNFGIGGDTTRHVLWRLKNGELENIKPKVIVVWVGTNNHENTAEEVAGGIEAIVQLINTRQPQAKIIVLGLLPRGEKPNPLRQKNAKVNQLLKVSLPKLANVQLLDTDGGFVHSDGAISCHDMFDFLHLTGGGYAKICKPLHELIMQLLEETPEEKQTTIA
PAFAH1B3 inh: inhibitors of human PAFAH1B3; recombinant PAFAH1B3, FP-rhodamine probe, fluorescence polarization; Q15102; AID 492972; inhibition, % at 3.39 µM; actives 0.28% (n = 340,000);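 active means inhibition above the screen-wide average of all tested compounds plus 3 SD, cut at about 25% in these data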;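 further: 0% = enzyme with DMSO only and 100% = wells lacking PAFAH1B3 protein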
pPAFAH FP inh: pPAFAH (human) enzyme inhibition; Q13093; recombinant pPAFAH, FP-rhodamine probe fluorescence polarization; inhibition, % at 3.39 µM; actives 1.5% (n = 330,000); AID 463082;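 active means inhibition above the mean inhibition across the screen plus 3 SD, cut at about 25% in these data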;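 further: inhibitors block binding of the rhodamine activity-based probe so polarization drops; 0% = enzyme with DMSO and 100% = wells lacking pPAFAH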
PME-1 inh: PME-1 (human) inhibition; recombinant PME-1, FP-Rh probe fluorescence polarization; Q9Y570; AID 2130; actives 0.53% (n = 320,000); inhibition, % at 5.9 µM;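 active means inhibition above the campaign mean of all compounds plus 3 SD, cut at about 26% in these data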;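 further: competitive labeling of PME-1 active site by serine hydrolase directed probe; 0% = PME-1 with DMSO and 100% = wells lacking PME-1 enzyme; inhibitors block probe labeling so polarization falls and inhibition rises; many of its hits are not listed in these tables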
GSTO1 counter: blocks human GSTO1 in RBBP9 counter-screen | P78417 | recombinant GSTO1, activity-based probe fluorescence polarization | inhibition, % at 5.96 µM | actives 1.1% (n = 300,000) | AID 1974;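 active means inhibition above the campaign mean inhibition plus 3 SD, cut at about 35% in these data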;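 further: 0% = GSTO1-1 with DMSO and 100% = wells lacking GSTO1-1 enzyme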
Target sequence (P78417 whole entry, looked up): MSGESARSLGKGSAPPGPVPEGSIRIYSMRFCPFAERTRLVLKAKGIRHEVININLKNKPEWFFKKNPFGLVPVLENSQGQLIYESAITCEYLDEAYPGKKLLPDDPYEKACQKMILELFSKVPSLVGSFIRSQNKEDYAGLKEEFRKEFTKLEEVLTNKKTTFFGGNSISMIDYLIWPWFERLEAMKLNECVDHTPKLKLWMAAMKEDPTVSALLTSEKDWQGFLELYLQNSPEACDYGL
* hit, by the source's call; · = not tested or not shown. An excerpt, so the mix of outcomes need not match the whole.

The opening twelve entries as a preview:
cpd	SMILES	LYPLA2 inh	PAFAH2 inh	PAD4 FP inh	LYPLA1 counter	PAFAH1B2 FP inh
1	O=C(COC(=O)/C=C/c1ccccc1)NCCNC(=O)COC(=O)/C=C/c1ccccc1	5	-1	3	3	1
2	Cc1ccc(CCNC(=O)C2CCCN(C(=O)c3cc4sccc4n3C)C2)cc1 (configuration not stated)	1	3	0	3	3
3	CCOC(=O)[C@H]1[C@H]2COc3ccccc3[C@@H]2N2C(=O)CNC(=O)[C@@]12C	3	0	0	1	3
4	CSc1nnc(Cc2sc(-c3ccccc3)nc2-c2ccccc2)o1	-7	5	-6	-2	3
5	O=C(Nc1nc2c(ccc3ccccc32)s1)c1cc([N+](=O)[O-])ccc1N1CCOCC1	-1	·	-5	-1	·
6	CCOC(=O)c1c(NC(=O)c2cccs2)sc(C(=O)N2CCOCC2)c1C	1	1	-2	-2	-2
7	COc1ccc(NC(=O)Cn2nnc(-c3ccccc3F)n2)cc1Cl	-5	-1	-2	-2	-4
8	CC(Oc1cccc(Cl)c1)C(=O)Nc1ccccc1N1CCCC1 (configuration not stated)	1	-3	-2	0	1
9	O=[N+]([O-])c1nn(-c2ccc3c(c2)OCCO3)n(O)c1=Nc1ccccc1	0	10	3	0	2
10	O=C(CCc1nnc(Cc2cccc(C(F)(F)F)c2)o1)NCC(F)(F)F	-4	-5	-9	-1	6

cpd	PAFAH1B3 inh	pPAFAH FP inh	PME-1 inh	GSTO1 counter
1	2	-8	5	1
2	-1	-4	12	7
3	6	-3	-1	·
4	-5	7	-2	-4
5	·	-2	-2	5
6	6	4	1	-4
7	2	0	1	-11
8	2	6	-3	-5
9	2	-2	1	3
10	0	1	1	-5

cpd	SMILES	LYPLA2 inh	PAFAH2 inh	PAD4 FP inh	LYPLA1 counter	PAFAH1B2 FP inh
11	O=C1[C@@H]2Cc3c([nH]c4ccccc34)C(c3cccc(Br)c3)N2C(=O)CN1C1CCN(Cc2ccccc2)CC1 (some centres not stated)	-9	-7	-4	-9	3
12	CCCCn1c(SCC(=O)N2CCOCC2)nnc1-c1cccs1	-2	9	1	-3	1

cpd	PAFAH1B3 inh	pPAFAH FP inh	PME-1 inh	GSTO1 counter
11	9	2	-8	1
12	1	-6	-1	12

The list itself, previewed entries included:
cpd	SMILES	LYPLA2 inh	PAFAH2 inh	PAD4 FP inh	LYPLA1 counter	PAFAH1B2 FP inh
1	O=C(COC(=O)/C=C/c1ccccc1)NCCNC(=O)COC(=O)/C=C/c1ccccc1	5	-1	3	3	1
2	Cc1ccc(CCNC(=O)C2CCCN(C(=O)c3cc4sccc4n3C)C2)cc1 (configuration not stated)	1	3	0	3	3
3	CCOC(=O)[C@H]1[C@H]2COc3ccccc3[C@@H]2N2C(=O)CNC(=O)[C@@]12C	3	0	0	1	3
4	CSc1nnc(Cc2sc(-c3ccccc3)nc2-c2ccccc2)o1	-7	5	-6	-2	3
5	O=C(Nc1nc2c(ccc3ccccc32)s1)c1cc([N+](=O)[O-])ccc1N1CCOCC1	-1	·	-5	-1	·
6	CCOC(=O)c1c(NC(=O)c2cccs2)sc(C(=O)N2CCOCC2)c1C	1	1	-2	-2	-2
7	COc1ccc(NC(=O)Cn2nnc(-c3ccccc3F)n2)cc1Cl	-5	-1	-2	-2	-4
8	CC(Oc1cccc(Cl)c1)C(=O)Nc1ccccc1N1CCCC1 (configuration not stated)	1	-3	-2	0	1

cpd	PAFAH1B3 inh	pPAFAH FP inh	PME-1 inh	GSTO1 counter
1	2	-8	5	1
2	-1	-4	12	7
3	6	-3	-1	·
4	-5	7	-2	-4
5	·	-2	-2	5
6	6	4	1	-4
7	2	0	1	-11
8	2	6	-3	-5

The list continues.
cpd	SMILES	LYPLA2 inh	PAFAH2 inh	PAD4 FP inh	LYPLA1 counter	PAFAH1B2 FP inh
9	O=[N+]([O-])c1nn(-c2ccc3c(c2)OCCO3)n(O)c1=Nc1ccccc1	0	10	3	0	2
10	O=C(CCc1nnc(Cc2cccc(C(F)(F)F)c2)o1)NCC(F)(F)F	-4	-5	-9	-1	6
11	O=C1[C@@H]2Cc3c([nH]c4ccccc34)C(c3cccc(Br)c3)N2C(=O)CN1C1CCN(Cc2ccccc2)CC1 (some centres not stated)	-9	-7	-4	-9	3
12	CCCCn1c(SCC(=O)N2CCOCC2)nnc1-c1cccs1	-2	9	1	-3	1
13	O=C(C[n+]1ccccc1)Nc1cc(C(F)(F)F)ccc1Cl	2	-2	-4	2	-3
14	Cc1ccc2c(C)c(C(=O)N(C)C(C)c3ccon3)oc2c1C (configuration not stated)	0	5	2	2	1
15	COc1ccccc1Oc1ccc(N/C=C/C(=O)c2ccc(C)o2)cc1	1	3	-4	2	2
16	COc1cc(/C=C2\SC(=S)N(CCC(=O)Nc3ccccc3)C2=O)cc(OC)c1OC	1	-4	-9	-2	3

cpd	PAFAH1B3 inh	pPAFAH FP inh	PME-1 inh	GSTO1 counter
9	2	-2	1	3
10	0	1	1	-5
11	9	2	-8	1
12	1	-6	-1	12
13	3	3	0	-4
14	5	-2	5	-2
15	5	22	16	-1
16	-2	1	5	-3

(list continues)
cpd	SMILES	LYPLA2 inh	PAFAH2 inh	PAD4 FP inh	LYPLA1 counter	PAFAH1B2 FP inh
17	COC(=O)c1cc(OC)c(OC)cc1NC(=O)Nc1cccc(C(C)=O)c1	-3	5	-1	3	7
18	N#Cc1ccc(C(=O)N(Cc2ccco2)c2c(N)n(Cc3ccccc3)c(=O)[nH]c2=O)cc1	-1	-5	3	-1	-1
19	COc1cc(/C=N/NC(=O)C(C)Nc2n[nH]c(=O)[nH]c2=O)cc(OC)c1O (configuration not stated)	7	5	0	1	7
20	CCCOc1ccc(C(=O)N/N=C/c2ccc(-c3ccc(S(=O)(=O)Nc4ncccn4)cc3)o2)cc1	-1	-5	-2	-4	-1
21	CCc1ccc(S(=O)(=O)Nc2ccc(N3CCN(C)CC3)cc2)cc1	-2	-3	0	-5	3
22	CCOC(=O)c1ccc(NC(=O)CSc2nc(C)cc(=O)[nH]2)cc1	-1	25	-1	-1	0
23	O=C1CCC(CCC(=O)N2CCCC(C(=O)c3ccc4c5c(cccc35)CC4)C2)=NN1 (configuration not stated)	7	-7	0	-2	2
24	Cc1ccc(C)c(N2CC(C(=O)O)CC2=O)c1 (configuration not stated)	2	-9	2	2	-1
25	O=C(Nc1ccc(F)cc1)C1CCCCC1	0	-2	0	-2	0

cpd	PAFAH1B3 inh	pPAFAH FP inh	PME-1 inh	GSTO1 counter
17	1	-3	-2	2
18	5	2	3	·
19	6	1	4	4
20	10	5	-8	-24
21	2	4	7	13
22	0	16	3	17
23	1	6	6	9
24	1	4	2	6
25	5	-11	-7	5

Screening results (PubChem)
